ERp5 inh – inhibitors of human ERp5; 0.05% of 350,000 active; ERp5 insulin aggregation, absorbance 650 nm, 90 min; Q15084; inhibition, % at 9.99 µM;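 active means mean replicate inhibition above about 25%, with every replicate also reaching it, limit read from the data, passing the limit was not always enough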
Target sequence (Q15084 whole entry, looked up): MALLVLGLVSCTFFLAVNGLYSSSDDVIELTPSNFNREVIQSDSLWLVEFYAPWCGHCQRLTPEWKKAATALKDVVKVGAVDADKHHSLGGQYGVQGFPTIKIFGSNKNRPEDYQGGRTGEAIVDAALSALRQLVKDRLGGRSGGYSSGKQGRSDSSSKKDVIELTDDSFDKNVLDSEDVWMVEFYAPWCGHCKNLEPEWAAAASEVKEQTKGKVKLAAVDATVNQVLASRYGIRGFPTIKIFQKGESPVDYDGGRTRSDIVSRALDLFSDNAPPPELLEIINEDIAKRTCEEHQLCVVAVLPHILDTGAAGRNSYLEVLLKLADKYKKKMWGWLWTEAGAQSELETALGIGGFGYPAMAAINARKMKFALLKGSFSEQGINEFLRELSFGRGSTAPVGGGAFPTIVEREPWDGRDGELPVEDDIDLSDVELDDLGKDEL
DENV2 CPE – DENV2-induced cell death inhibition; DENV2-infected cells, cytopathic effect rescue, plate reader; CPE inhibition, % at 9.99 µM; 1.7% of 350,000 active; in the data active means CPE inhibition above about 20%, passing the limit was not always enough; tested in BHK-21 cells;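 further: 0% = median of neutral control wells and 100% = median of positive control wells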
XiGFP reactiv – reactivates the inactive X chromosome in mouse fibroblasts. XiGFP mouse fibroblasts, % GFP-positive cells imaging, 3 d; cells co-treated with 5-aza-dC sensitizer; scaled so ellipticine positive control = 100%. activation, % at 7.58 µM. 0.055% of 360,000 active. AID 743238;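 active means mean normalized replicate activation at least 10% and every replicate at or above 10%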;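 further: 0% = median of on-plate neutral control wells and 100% = ellipticine 6 µM median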
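Schedule: 3 d treatment, 15 min room-temperature fixation; system: 68-5-11 XiGFP fibroblast line; buffer or medium: DMEM plus 5-aza-dC sensitizer; control set: ellipticine 6 µM positive control; compound: one concentration, pinned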
CFTR F508del cor – CFTR F508del correction in bronchial cells. CFBE cells, YFP halide quenching; stimulated with forskolin plus potentiator P3; % fluorescence drop versus neutral controls. activity (quench increase), % at 7.58 µM. 0.36% of 350,000 active. AID 720511;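 active means mean added fluorescence quench of at least 8% versus neutral control, with both replicates also reaching 8%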;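 further: cells transiently co-express mutant CFTR-F508del with the halide-sensitive YFP; corrector assay measuring rescue of mutant channel to the surface after 24 h compound exposure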
EWS-Fli block – EWS/Fli transcriptional activity inhibition; A673 NR0B1-luciferase reporter, viability-normalised; inhibition, % at 12.6 µM; 0.67% of 350,000 active; AID 651661;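 active means mean inhibition of at least 50% after viability correction, with every replicate also passing that limit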;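 further: firefly luciferase signal divided by Alamar Blue viability fluorescence both relative to DMSO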
PAX8 inh HTS – inhibitors of PAX8 transcriptional activity in RMG-I cells. inhibition, % at 12.6 µM. 1.2% of 360,000 active. RMG-I TPO-luciferase reporter, SteadyGlo, 24 h;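 active means mean replicate inhibition at least 60% with every replicate also reaching 60%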;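 further: luciferase light reporting Pax8 driven TPO promoter activity; plate controls were median of neutral control wells for no effect and mitoxantrone controls for full effect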
GSIS activator – GLuc luminescence reporter in INS-1E cells, primary screen for activators of glucose-dependent secretion of insulin; INS-1E GLuc reporter insulin secretion, 2-3 h; activation, % at 16.6 µM; 0.61% of 370,000 active;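 active means lowest replicate activation of at least 40%, so every replicate reaches that level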;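 further: 0% = median of neutral control wells and 100% = median of IBMX positive control wells; some compounds called inactive have numbers as strong as hits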
ARNT-TACC3 inh – disruptors of human ARNT/TACC3 interaction | Q9Y6A5 | AlphaScreen His-ARNT PAS-B/GST-TACC3 binding, luminescence; TACC3 fragment carries E629A point mutation | inhibition, % at 9.99 µM | 0.66% of 390,000 active;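 active means mean inhibition of replicates at least 50% and at least half of replicates each reaching 50%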;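 further: 0% = complete ARNT plus TACC3 wells and 100% = ARNT alone without TACC3; many hits fall short of the cut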
An asterisk follows results filed as active; / = no result given.

(1) Clc1ccccc1CN1CCN(/N=C/c2ccncc2)CC1
(2) O=[N+]([O-])c1ccccc1S(=O)(=O)Nc1ccc(S(=O)(=O)N2CCCC2)cc1
(3) CO[C@H]1CN(C)C(=O)c2ccc(NS(C)(=O)=O)cc2OC[C@@H](C)N(C(=O)CC2CC2)C[C@H]1C
(4) COc1cccc(CNC(=O)[C@H]2CCCN2C(=O)[C@H]2CCCN2S(=O)(=O)c2cccc(C)c2)c1
(5) Cc1cc(C)c(S(=O)(=O)Cc2ccccc2)c(Cl)n1
(6) CN(C(=O)c1cccc(NC(=O)c2cccs2)c1)c1ccccc1
(7) Cc1noc(C)c1S(=O)(=O)Nc1ccc2c(c1)C(=O)N([C@@H](C)CO)C[C@@H](C)[C@H](CN(C)C(=O)Nc1ccc(F)cc1)O2
(8) CCCC(C)c1nnc(NC(=O)CCS(=O)(=O)c2ccccc2)s1 (configuration not stated)

Assay by compound	1	2	3	4	5	6	7	8
ERp5 inh	0.8	-2.1	1.2	3.9	1.9	-0.7	/	0.0
DENV2 CPE	0.9	-4.4	-3.5	-0.6	-2.9	-5.6	/	0.4
XiGFP reactiv	0.4	-0.4	0.0	1.4	0.0	0.0	-1.0	0.0
CFTR F508del cor	0.6	2.4	-3.8	-0.3	-2.7	-0.2	-2.1	-3.2
EWS-Fli block	13.6	11.6	4.7	-7.8	-5.6	-0.6	-10.1	-8.3
PAX8 inh HTS	12.7	-3.5	/	-4.3	-13.5	-2.3	-4.0	26.3
GSIS activator	-3.1	-22.2	-7.2	15.1	3.2	-1.2	-0.2	-1.8
ARNT-TACC3 inh	4.0	-4.4	-9.0	/	-7.1	/	/	-6.2

Part of the list above in another layout.
Every second line gives: ERp5 inh, DENV2 CPE, XiGFP reactiv, CFTR F508del cor, EWS-Fli block, PAX8 inh HTS, GSIS activator, ARNT-TACC3 inh
5) Cc1cc(C)c(S(=O)(=O)Cc2ccccc2)c(Cl)n1
 : 1.9, -2.9, 0.0, -2.7, -5.6, -13.5, 3.2, -7.1
8) CCCC(C)c1nnc(NC(=O)CCS(=O)(=O)c2ccccc2)s1 (configuration not stated)
 : 0.0, 0.4, 0.0, -3.2, -8.3, 26.3, -1.8, -6.2
1) Clc1ccccc1CN1CCN(/N=C/c2ccncc2)CC1
 : 0.8, 0.9, 0.4, 0.6, 13.6, 12.7, -3.1, 4.0

Further records:
(9) CC(=O)N1[C@@H]2CN(S(=O)(=O)c3ccccc3C)c3ccccc3[C@@H]2[C@@H]1CO
(10) CCOC(=O)[C@@H]1[C@H]2COc3cc(OC)ccc3[C@@H]2N2C(=O)N(c3ccc(C)cc3)C(=O)[C@]12C
(11) COC(=O)C1CCN(C(c2cc(OC)c(OC)c(OC)c2)c2sc3nc(C)nn3c2O)CC1 (configuration not stated)
(12) CC(Sc1ncnc2sccc12)C(=O)Nc1ccc(S(=O)(=O)N2CCOCC2)cc1 (configuration not stated)
(13) O=C(O)[C@@H]1CCCN1C(=O)c1ccco1
(14) COc1ccccc1N1CCN(C(CNS(=O)(=O)c2cccs2)c2cccnc2)CC1 (configuration not stated)
(15) COCCn1c(SCC(=O)Nc2ccc(C)cc2)nc2c(oc3ccccc32)c1=O
(16) C[C@H]1CN([C@@H](C)CO)C(=O)Cc2cc(N(C)C)ccc2O[C@H]1CN(C)Cc1ccc(C(=O)O)cc1

Assay by compound	9	10	11	12	13	14	15	16
ERp5 inh	0.9	-3.0	1.8	-2.3	15.4	1.0	/	/
DENV2 CPE	-3.2	1.4	-1.7	-4.7	-17.8	1.1	/	/
XiGFP reactiv	0.1	0.2	0.3	0.0	-0.1	0.2	-0.1	-1.1
CFTR F508del cor	-1.4	1.1	0.1	0.8	-0.7	8.1*	/	2.9
EWS-Fli block	0.6	-6.7	8.0	-9.8	6.1	4.1	/	-2.7
PAX8 inh HTS	-7.6	-9.1	-22.5	22.2	-12.9	2.9	12.8	-19.2
GSIS activator	0.7	-12.7	/	-12.7	3.0	/	39.6	12.3
ARNT-TACC3 inh	6.7	-7.7	-1.1	0.7	23.7	14.8	-9.0	/

(17) CCC(C)(C)NC(=O)C(c1ccc(OC)cc1)N(C(=O)CCC(=O)Nc1cc(C)on1)c1ccc(OC)cc1OC (configuration not stated)
(18) Cc1ccc2nc(-c3ccccc3)cc(C(=O)NNC(=O)c3csc(N4CCOCC4)n3)c2c1
(19) CCCn1c(N)c(C(=O)COC(=O)CNC(=O)c2ccccc2OCC)c(=O)[nH]c1=O
(20) Cc1cc(N/N=C/c2ccc(N(C)C)cc2)nc(NCc2ccccc2)n1
(21) Cc1noc(C)c1NC(=O)N(C)C[C@@H]1Oc2ccc(NS(=O)(=O)c3cccs3)cc2C(=O)N([C@H](C)CO)C[C@H]1C
(22) CCCCn1c(SCC(=O)/C(C#N)=C(\C)N)nc2ccccc2c1=O

Assay by compound	17	18	19	20	21	22
ERp5 inh	1.3	16.4	-0.7	3.8	0.3	/
DENV2 CPE	-3.0	-3.3	-3.9	-7.8	-9.2	/
XiGFP reactiv	0.3	0.1	0.0	0.4	0.1	-0.1
CFTR F508del cor	2.2	0.9	-1.2	-1.0	-2.9	/
EWS-Fli block	1.1	-9.0	3.3	0.7	0.7	/
PAX8 inh HTS	-5.7	-3.9	-6.3	1.9	/	3.1
GSIS activator	-14.0	-0.2	2.8	7.8	-2.4	-9.4
ARNT-TACC3 inh	-2.5	/	-7.0	-6.5	-36.6	-6.5

Filtered by structure: those above with a halogen
(1) Clc1ccccc1CN1CCN(/N=C/c2ccncc2)CC1
(5) Cc1cc(C)c(S(=O)(=O)Cc2ccccc2)c(Cl)n1
(7) Cc1noc(C)c1S(=O)(=O)Nc1ccc2c(c1)C(=O)N([C@@H](C)CO)C[C@@H](C)[C@H](CN(C)C(=O)Nc1ccc(F)cc1)O2

Assay by compound	1	5	7
ERp5 inh	0.8	1.9	/
DENV2 CPE	0.9	-2.9	/
XiGFP reactiv	0.4	0.0	-1.0
CFTR F508del cor	0.6	-2.7	-2.1
EWS-Fli block	13.6	-5.6	-10.1
PAX8 inh HTS	12.7	-13.5	-4.0
GSIS activator	-3.1	3.2	-0.2
ARNT-TACC3 inh	4.0	-7.1	/

Hits appear at their usual frequency; about 4.2% have a hit in one of these screens.
